Bioassay records deposited in PubChem BioAssay by Sanford-Burnham Center for Chemical Genomics.
Artemis endo inh = Artemis (human) endonuclease inhibition. Q96SD1. recombinant Artemis, quenched FAM hairpin cleavage fluorescence. inhibition, % at 10 µM. 30,000 compounds, 0.78% hits. AID 686954;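 active = at 10 µM dose, at least 30% inhibition, measured as corrected fluorescence normalized to stimulator and neutral control wells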
Target sequence (Q96SD1 whole entry, looked up): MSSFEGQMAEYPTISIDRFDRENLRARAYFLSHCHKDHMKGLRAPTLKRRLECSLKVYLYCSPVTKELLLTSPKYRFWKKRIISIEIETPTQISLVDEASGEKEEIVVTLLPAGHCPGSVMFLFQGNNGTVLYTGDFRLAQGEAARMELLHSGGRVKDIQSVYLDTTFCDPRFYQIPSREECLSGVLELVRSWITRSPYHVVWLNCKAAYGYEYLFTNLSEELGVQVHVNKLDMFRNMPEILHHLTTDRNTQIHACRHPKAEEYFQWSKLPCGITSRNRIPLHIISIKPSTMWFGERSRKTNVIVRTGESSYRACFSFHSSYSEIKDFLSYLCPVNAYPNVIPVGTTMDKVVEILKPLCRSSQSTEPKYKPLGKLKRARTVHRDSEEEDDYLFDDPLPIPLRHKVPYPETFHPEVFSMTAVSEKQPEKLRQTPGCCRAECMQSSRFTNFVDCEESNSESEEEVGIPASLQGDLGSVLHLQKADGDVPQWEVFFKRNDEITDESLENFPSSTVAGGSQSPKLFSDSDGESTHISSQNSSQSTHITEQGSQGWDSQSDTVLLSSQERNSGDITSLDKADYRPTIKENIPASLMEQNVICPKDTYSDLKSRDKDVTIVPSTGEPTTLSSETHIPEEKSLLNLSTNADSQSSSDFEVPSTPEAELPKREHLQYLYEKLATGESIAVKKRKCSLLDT
Numbers without * were called inactive. This is a subset. The share of hits here may be higher or lower than overall.

c1cnc2ccc(C(c3nnnn3C3CCCCC3)N3CCN4CCCC4C3)cc2c1 (stereo not given) was read as Artemis endo inh 3.4.
`O=C(/C=C/c1ccco1)NCC1CCCO1` (stereo not given) gave Artemis endo inh -4.5.
Screening CCOc1ccc(N2C(=O)CC(SC(=NC)Nc3cccc(F)c3)C2=O)cc1 (stereo not given) returned Artemis endo inh -7.7.
`O=C(NCc1ccco1)c1cnn2c(C(F)(F)F)cc(-c3cccs3)nc12` gave Artemis endo inh -0.9.
CCOc1ccccc1C(=O)N1CCN=C1SC was read as Artemis endo inh -1.9.
Screening COc1cc(NC(=S)N2CCN(C(c3ccccc3)c3ccccc3)CC2)cc(OC)c1 returned Artemis endo inh 8.9.
`O=C(CN1CCN(S(=O)(=O)c2ccc(F)cc2)CC1)Nc1ccc2c(c1)OCCO2` gave Artemis endo inh 7.7.
`Cc1noc(C)c1S(=O)(=O)Nc1ccc(C(=O)N2CCN(c3ccc(Cl)cc3)CC2)cc1` gave Artemis endo inh 2.5.
C=CCNC(=S)N/N=C/c1ccc(-c2cc(Cl)ccc2Cl)o1 was read as Artemis endo inh 1.0.
For Cc1ccc2c(C(=O)CN3CCN(c4ccccc4)CC3)c(C)[nH]c2c1 the results were Artemis endo inh 4.7.
CS(=O)(=O)CCC(C(=O)n1nnc2ccccc21)N1C(=O)c2ccccc2C1=O (stereo not given) was read as Artemis endo inh 7.9.
For Cc1cccc(CS(=O)(=O)Cc2ccc(C(=O)O)o2)c1 the results were Artemis endo inh -12.2.
`CC(C)c1ccc(N2CCN(C(=O)c3ccccc3NC(=O)/C=C\C(=O)O)CC2)cc1` gave Artemis endo inh 21.0.
`N#C/C(C(=O)NCc1ccco1)=C1/SC(Cc2ccc(F)cc2)C(=O)N1c1ccccc1` (stereo not given) gave Artemis endo inh 5.0.
Screening Cc1cc(C)c2cc(C#N)c(SCC(=O)NCc3ccco3)nc2c1 returned Artemis endo inh 27.9.
For CC12CCC(C(=O)NCc3ccc4c(c3)OCO4)(OC1=O)C2(C)C (stereo not given) the results were Artemis endo inh 1.7.
For CCCC(C)c1nnc(NC(=O)CS(=O)(=O)Cc2ccccc2)s1 (stereo not given) the results were Artemis endo inh -7.6.
`O=C(OCc1cc2ccccc2[nH]c1=O)c1cccnc1` gave Artemis endo inh 2.8.
CC12CCC(C(=O)N(CSC(=S)N/N=C\c3ccccc3O)C1=O)C2(C)C (stereo not given) was read as Artemis endo inh 10.2.
`Cc1nccn1CCc1n[nH]c(=S)n1Cc1ccccc1` gave Artemis endo inh -2.0.
CN1C(=S)SC(/[N+]([O-])=C\c2ccc(Cl)cc2)C1(C)C (stereo not given) was read as Artemis endo inh 2.7.
Screening COc1cccc(OC)c1C(=O)N1CCN(Cc2ccc3c(c2)OCO3)CC1 returned Artemis endo inh -4.2.
CCOC(=O)Cn1c(C)nc2c(C(=O)OCC)sc(C)c2c1=O was read as Artemis endo inh 1.1.
O=C(COC(=O)c1cccs1)NCc1ccc2c(c1)OCO2 was read as Artemis endo inh 2.6.
CCOc1ccc(S(=O)(=O)Nc2cccnc2)cc1 was read as Artemis endo inh 1.2.
For CC(Oc1ccccc1F)C(=O)NCCN1CCCCC1 (stereo not given) the results were Artemis endo inh 13.2.
For CCOC(=O)Cc1nnc(NC(=O)c2ccco2)s1 the results were Artemis endo inh -9.9.
`COc1ccc(CCNC(=S)Nc2cccc(C)c2C)cc1` gave Artemis endo inh 8.3.
Screening CCOC(=O)C1=C(CC)Nc2ccccc2N=C1NC(=O)c1ccc(S(=O)(=O)N(C)C)cc1 returned Artemis endo inh 2.3.
O=C(c1ccco1)N1CCN(CC(=O)N(C2CCCCC2)C2CCS(=O)(=O)C2)CC1 (stereo not given) was read as Artemis endo inh -7.5.

An excerpt from above in order of SMILES length, rising:
`COc1ccc(CCNC(=S)Nc2cccc(C)c2C)cc1` gave Artemis endo inh 8.3.
CN1C(=S)SC(/[N+]([O-])=C\c2ccc(Cl)cc2)C1(C)C (stereo not given) was read as Artemis endo inh 2.7.
`CC(C)c1ccc(N2CCN(C(=O)c3ccccc3NC(=O)/C=C\C(=O)O)CC2)cc1` gave Artemis endo inh 21.0.

Returning to the listing with the three entries that preceded the break.
`COc1ccc(CCNC(=S)Nc2cccc(C)c2C)cc1` gave Artemis endo inh 8.3.
Screening CCOC(=O)C1=C(CC)Nc2ccccc2N=C1NC(=O)c1ccc(S(=O)(=O)N(C)C)cc1 returned Artemis endo inh 2.3.
O=C(c1ccco1)N1CCN(CC(=O)N(C2CCCCC2)C2CCS(=O)(=O)C2)CC1 (stereo not given) was read as Artemis endo inh -7.5.
For COc1ccc(C2(NC(C)=O)CCN(C(=O)c3cccs3)CC2)cc1 the results were Artemis endo inh -4.1.
`Cc1ccc(OCCCC(=O)NC(C)c2ccccc2)cc1` (stereo not given) gave Artemis endo inh -1.1.
`Cc1cnn(-c2cc(Oc3ccccc3)ncn2)c1` gave Artemis endo inh 0.3.
For c1ccc(CC2CCN(c3nc4ccccc4n4nnnc34)CC2)cc1 the results were Artemis endo inh -6.7.
Cc1cc(C)nc(NC2=NCC(=O)N2c2cc(Cl)cc(Cl)c2)n1 was read as Artemis endo inh -4.2.
Screening CCn1nnnc1SCC(=O)Nc1nc2ccc(OC)cc2s1 returned Artemis endo inh -1.6.
`COc1ccccc1C(=O)N1CCN(Cc2ccc3c(c2)OCO3)CC1` gave Artemis endo inh -2.2.
`Cc1c(C(=O)NCc2ccoc2)oc2ccc3c(c12)C(=O)CC(C)(C)O3` gave Artemis endo inh 0.1.
Screening CC(=O)Nc1ccc(S(=O)(=O)NCC(=O)OCC(=O)N2CCc3ccccc32)cc1 returned Artemis endo inh -0.8.
For CC(C)NC(=O)Nc1cccs1 the results were Artemis endo inh -2.5.
For O=C(COc1ccc(S(=O)(=O)N2CCCC2)cc1Cl)NCc1ccc2c(c1)OCO2 the results were Artemis endo inh -2.1.
Screening O=C(O)c1cccc(S(=O)(=O)Nc2ccccc2Cl)c1 returned Artemis endo inh -3.3.
For COc1ccc(Cn2c(=O)n(Cc3ccco3)c(=N)c3c4c(sc32)COC(C)(C)C4)cc1 the results were Artemis endo inh 0.1.
`c1ccc(Oc2nc3ccccc3n3cccc23)cc1` gave Artemis endo inh -0.5.
For CCOC(=O)CSc1nc(C)c2ccc(C)cc2n1 the results were Artemis endo inh -5.8.
Screening CN=c1scc(C)n1/N=C/c1ccc(O)cc1O returned Artemis endo inh 6.5.
Screening CN(C)CCNC(=O)C12CC3(C)CC(C)(CC(C)(C3)C1)C2 returned Artemis endo inh 5.9.
COC(=O)c1ccc(CSc2nc(C(F)(F)F)c3c(c2C#N)CCC3)o1 was read as Artemis endo inh 4.9.
Screening O=C(NCc1ccccc1)c1ccco1 returned Artemis endo inh -7.2.
For Cc1cccc(OC(=O)c2cn(C)nc2C(F)(F)F)c1C the results were Artemis endo inh -5.0.
CCN(/N=C/c1cccs1)c1cc(=O)n(C)c(=O)[nH]1 was read as Artemis endo inh 2.0.
For Cn1c(=O)n(CC(N)=O)c2ccccc21 the results were Artemis endo inh -1.7.
`Cc1ccc(OC(C)C(=O)N2CCc3ccccc32)cc1` (stereo not given) gave Artemis endo inh -8.6.
CC(=O)c1cc(-c2nc3ccccc3n2C)n(C)c1 was read as Artemis endo inh -6.6.
CN(C)S(=O)(=O)c1cccc(C(=O)N2CCc3ccccc32)c1 was read as Artemis endo inh -3.6.
Screening COc1ccc(NC(=O)c2cccnc2Nc2ccc(OC)cc2)cc1 returned Artemis endo inh 5.7.
`CC(=O)c1cccc(NC(=O)N2CCCC2C(=O)Nc2ccccc2C)c1` (stereo not given) gave Artemis endo inh -4.7.
Screening S=C(NCc1ccco1)N1CCN(Cc2ccc(Cl)cc2Cl)CC1 returned Artemis endo inh -0.2.
Screening Cc1ccc(N2C(=O)[C@@H]3[C@H](C2=O)C2c4ccccc4C=CN2[C@@H]3C(=O)c2ccco2)c(C)c1 (stereo not given in full) returned Artemis endo inh 22.6.
For CCOc1c(Br)ccc2c1sc1nc[nH]c(=O)c12 the results were Artemis endo inh -1.3.
`O=C(CSc1nccn1-c1ccccc1)NCc1ccc2c(c1)OCO2` gave Artemis endo inh -5.3.
CC(C)(C)c1cc2cccnc2n1Cc1ccccc1 was read as Artemis endo inh -0.5.
For CCOC(=O)c1cnc(-c2ccccc2)nc1Oc1ccc(Cl)c(Cl)c1 the results were Artemis endo inh 9.7.
`CCOC(=O)C1CCN(S(=O)(=O)c2cccc(-c3cn4cccc(C)c4n3)c2)CC1` gave Artemis endo inh 3.8.
Screening CC(Sc1nnc(-c2cccs2)n1Cc1ccccc1)C(=O)NCc1ccc2c(c1)OCO2 (stereo not given) returned Artemis endo inh 9.0.
CCCNC(=O)Cn1c(=O)oc2ccccc21 was read as Artemis endo inh 3.8.
`Cc1noc(C)c1S(=O)(=O)N1CCC(C(=O)N2CCN(Cc3ccc4c(c3)OCO4)CC2)CC1` gave Artemis endo inh 1.7.
Screening O=C(O)C1C2C=CC(C2)C1C(=O)NCCCN1CCOCC1 (stereo not given) returned Artemis endo inh -11.9.
Screening CC(Oc1ccccc1)c1ccnn1S(C)(=O)=O (stereo not given) returned Artemis endo inh -4.7.
Screening Cc1cccc(S(=O)(=O)C(C#N)c2nc3ccccc3nc2N2CCCC2)c1 (stereo not given) returned Artemis endo inh 18.9.
COc1ccc(C(=O)Nc2ccccc2C(=O)NC(C(=O)NCc2ccco2)C(C)C)cc1 (stereo not given) was read as Artemis endo inh -8.9.
`C=CCN1C(=O)C(O)(CC(=O)c2ccc(OC)cc2OC)c2cc(Br)ccc21` (stereo not given) gave Artemis endo inh 4.2.
Screening CC(=O)c1cc2c(cc1NC(=O)CSc1nc3ccccc3o1)OCO2 returned Artemis endo inh 7.8.
For Cc1ccccc1NC(=O)c1sc(Cl)nc1-c1ccccc1 the results were Artemis endo inh 2.2.
O=C1N(c2ccccc2)C2CS(=O)(=O)CC2N1c1ccc(Br)cc1 (stereo not given) was read as Artemis endo inh -7.6.
For O=C(c1cccs1)N1CCN(C/C=C/c2ccccc2)CC1 the results were Artemis endo inh 5.8.
`CCOC(=O)N1CCN(C(=O)c2cc3c(=O)[nH]c4ccccc4c3s2)CC1` gave Artemis endo inh 1.2.
COc1ccccc1-c1cn(S(=O)(=O)c2ccc(C)cc2)nc1N was read as Artemis endo inh -4.7.
Screening CCC(=O)Nc1nonc1-c1nc2ccccc2n1Cc1ccccc1 returned Artemis endo inh 7.8.
`Nc1nnc(-c2ccccc2Cl)s1` gave Artemis endo inh -6.6.
O=C(CSc1ncnc2scc(-c3ccc(Cl)cc3)c12)NCc1ccc2c(c1)OCO2 was read as Artemis endo inh 11.3.
For CCCCNC(=O)N1CCOCCOCCN(C(=O)NCCCC)CCOCC1 the results were Artemis endo inh -3.8.
COc1cc(C2C(C#N)=C(N)Oc3cc(C)n(CC4CCCO4)c(=O)c32)cc2c1OCO2 (stereo not given) was read as Artemis endo inh 7.5.
For COc1ccc(-c2nnc(SCC(=O)Nc3sc4c(c3C#N)CCC4)n2CC2CCCO2)cc1 (stereo not given) the results were Artemis endo inh 41.6*.
Cc1nn(-c2ccccc2)c(Cl)c1C(=O)OC(C)C(=O)NC(=O)NC1CCCCC1 (stereo not given) was read as Artemis endo inh 8.9.
Screening CCn1c(-c2ccccc2Cl)nn(CC(=O)Nc2ccc(OC)cc2)c1=S returned Artemis endo inh 5.2.
`CCN(CC)P(=O)(/C(Cl)=C\Nc1c(C)n(C)n(-c2ccccc2)c1=O)N(CC)CC` gave Artemis endo inh 6.7.
COc1ccc(S(=O)(=O)N2CCCC(C(=O)NC3CCCCC3)C2)cc1 (stereo not given) was read as Artemis endo inh 9.2.
`Cn1nc(OC(=O)Nc2cccc(Cl)c2)cc1C(F)(F)F` gave Artemis endo inh -3.8.
For CC(=O)c1cc2c(cc1NC(=O)c1c(-c3ccccc3)noc1C)OCO2 the results were Artemis endo inh 10.7.
CC(=O)c1sc(NC(=O)C(C)(C)C)nc1C was read as Artemis endo inh -10.0.
CSc1nccc(-c2cc(Cl)sc2Cl)n1 was read as Artemis endo inh -0.5.
CCCN(CCC(=O)Nc1cc(OC)cc(OC)c1)CC1CC1 was read as Artemis endo inh -4.1.
`CCCNC(=O)c1c(NC(=O)C2COc3ccccc3O2)sc2c1CCCC2` (stereo not given) gave Artemis endo inh 3.8.
`CCCCNC(=O)Nc1ccnn1C1CCCCC1` gave Artemis endo inh -5.9.
For CSc1nc(C)cc(OCCO)n1 the results were Artemis endo inh -5.2.
`CCS(=O)(=O)NCc1cn2c(C)csc2n1` gave Artemis endo inh -6.3.
Screening Cc1cccc(-n2c(O)c(C=NC3CCS(=O)(=O)C3)c3ccccc3c2=O)c1 (stereo not given) returned Artemis endo inh -11.9.
`CCCCn1c(-c2ccc([N+](=O)[O-])cc2)n[nH]c1=S` gave Artemis endo inh -2.3.
Screening NC(=O)COc1ccc(/C=N/NC(=O)C2CCCN2S(=O)(=O)c2ccc(Cl)cc2)cc1 (stereo not given) returned Artemis endo inh 0.5.
COc1cccc(OCCOc2ccccc2OC(C)C)c1 was read as Artemis endo inh -5.4.
CCOC(=O)c1ccccc1Nc1cn(C(C)=O)c2ccccc12 was read as Artemis endo inh -4.2.
For Cc1nn(Cc2ccccc2Cl)c(C)c1C(=O)Nc1nnc(C2CC2)s1 the results were Artemis endo inh 1.4.

Filtered by structure: those above with a CF3 group.
`O=C(NCc1ccco1)c1cnn2c(C(F)(F)F)cc(-c3cccs3)nc12` gave Artemis endo inh -0.9.
COC(=O)c1ccc(CSc2nc(C(F)(F)F)c3c(c2C#N)CCC3)o1 was read as Artemis endo inh 4.9.
For Cc1cccc(OC(=O)c2cn(C)nc2C(F)(F)F)c1C the results were Artemis endo inh -5.0.
`Cn1nc(OC(=O)Nc2cccc(Cl)c2)cc1C(F)(F)F` gave Artemis endo inh -3.8.
